TDP1 cell CPT: growth inhibition of DT40 Tdp1-/-;hTDP1 cells with camptothecin (screen for TDP1 inhibitors); chicken DT40 Tdp1-/-;hTDP1 cells + 20 nM CPT, ATP luminescence, 48 h; AID 686979; 420,000 compounds, 12% hits; Potency, µM (series often up to 46.2 µM), without a hit: at the top dose activity change, negative = growth inhibition, most hits filed as inhibitors; active = well fitted inhibition curve with a large enough effect; inconclusive = small, poorly fitted or top-dose-only effect; note: nearly all actives have a fitted effect of over 55% in size
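Chicken DT40 Tdp1-/- cells complemented with human TDP1, 400 cells/well, exposed to compounds plus 20 nM camptothecin for at least 48 h at 37 C; viability read as ATP content by CellTiter-Glo luminescence.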
Active calls of the source: *; ? = inconclusive; [ ] = dose if it differs, or a comment. % is set by controls: 0 for no effect and ±100 for the full control effect; potency is the fitted concentration of half-maximal effect. A portion of the library. The share of hits here may be higher or lower than overall.

SMILES	TDP1 cell CPT
CO[C@H]1[C@H](NC(=O)c2ccsc2)c2ccccc2C12CCN(Cc1c(O)ccc3ccccc13)CC2	-28.7%
CC1=C(C(=O)N2CCOCC2)CC(CC(=O)NC(c2ccccc2)c2ccccc2)C(=O)N1Cc1ccc(C(C)(C)C)cc1 (stereo not given)	?
CC(C)(C)NC(=O)C(c1ccc(-c2ccccc2)cc1)n1c(=O)c(-c2ccco2)nc2ccccc21 (stereo not given)	?
Cc1ccc(S(=O)(=O)NC(=O)C2(C)CCN2C(=O)CCc2ccc(Cl)cc2Cl)nc1 (stereo not given)	-4.3%
Cc1noc(C)c1S(=O)(=O)N(C)C[C@H]1OCc2cnnn2CCCC(=O)N([C@H](C)CO)C[C@@H]1C	2.1%
CC(=O)Nc1ccc(NC(=O)C2(C)Cc3c(-c4cccc(NC(C)=O)c4)ccnc3O2)cc1 (stereo not given)	12.8%
CCCc1cc(NCCOCCO)n2c(nc3ccccc32)c1C#N	?
COC(=O)[C@]12CCCCC=C1N(Cc1ccco1)C(=O)[C@H](CC(=O)N1CCOCC1)C2	-1.5%
OC(c1ccc(F)c(F)c1)c1nc(-c2ccc(Cl)cc2)cs1 (stereo not given)	?
CCCCNC(=O)c1nc(C2CCN(S(=O)(=O)c3c(F)cccc3F)CC2)oc1-c1ccccc1	9.2µM*
COc1ccc(C(=O)C2CCCN(C(=O)Cn3nc(C)nc3C)C2)cc1F (stereo not given)	-5.6%
Cc1c(C(=O)N2CCCC2)sc2ncnc(NCCCN3CCOCC3)c12	9.3%
CC1(C)CCC(C)(C)c2cc(NC(=O)c3ccc(C(=O)O)cc3)ccc21	?
COc1ccc(NC(=O)C(c2cc3ccccc3o2)n2c(=O)c(-c3cc4ccccc4[nH]3)nc3ccccc32)cc1 (stereo not given)	?
COc1ccccc1-c1cnc(C(O)c2cccc(CN3CCCCC3)c2)[nH]1 (stereo not given)	1.0%
CCCNC(=O)C1(C)CCCN(Cc2cc(-c3ccccc3)n(C)n2)C1 (stereo not given)	16.4µM*
COC(=O)C1CCN(S(=O)(=O)CCNC(=O)c2ccccc2)CC1	14.4%
Cc1cccc(C)c1NC(=O)C1(C)CSCC(=O)N1CCC(C)C (stereo not given)	5.2%
O=P(O)(O)OP(=O)(O)OP(=O)(O)O	-18.4%
COC(=O)C1CCN(Cc2ccc3c(c2)CN(C(=O)c2cc(C)oc2C)CCO3)CC1	22.3%[9.04 µM]
Cc1cnc(C)c(-c2cccc3c2OC(CNC(=O)CN2C(=O)c4ccccc4C2=O)C3)n1 (stereo not given)	12.5%
CC1(C(=O)NS(=O)(=O)c2ccc(F)cc2F)CCN1C(=O)CC1CCCC1 (stereo not given)	0.4%
O=C(Nc1cccc2ccccc12)c1csc([C@@H]2O[C@H](CO)[C@H](O)[C@H](O)[C@H]2O)n1	-8.4%
COc1cccc(C(O)c2nc(-c3cccc4cccnc34)cs2)c1 (stereo not given)	?
Cc1ccccc1C(C)(O)c1cnc(C)n1Cc1ccccc1 (stereo not given)	20.6µM*
C[C@@H]1CN([C@H](C)CO)C(=O)c2c(c3ccccc3n2C)-c2ccccc2CO[C@H]1CN(C)Cc1ccc2c(c1)OCCN2C	0.8%
Cc1ccc(Cc2c(-c3ccc(Cl)cc3)nc3ccc(Cl)cn23)cc1	?
CCN(C(=O)COC(=O)CNS(=O)(=O)c1ccc(C)cc1)C1CCS(=O)(=O)C1 (stereo not given)	-1.9%
O=C(NCc1nnnn1-c1ccc(F)cc1)c1cc2ccccc2o1	-14.7%
OC(c1cccc(Cl)c1)c1nc(-c2ccc(Cl)cc2)cs1 (stereo not given)	?
O=C(Nc1ccccc1C(=O)Nc1nccs1)c1ccccc1	?
O=C(Nc1cccc(C(F)(F)F)c1)c1csc([C@H]2C[C@H](O)[C@@H](CO)O2)n1	?
CC(=O)N(CC(O)CN(C(C)=O)c1c(I)c(C(=O)NCC(O)CO)c(I)c(C(=O)NCC(O)CO)c1I)c1c(I)c(C(=O)NCC(O)CO)c(I)c(C(=O)NCC(O)CO)c1I (stereo not given)	-7.0%[21.1 µM]
Nc1nc2c(ncn2[C@@H]2O[C@H](CNCc3cnc(N4CCOCC4)s3)[C@@H](O)[C@H]2O)c(=O)[nH]1	-14.2%
CCN(CC)C(=O)c1cccc(-c2csc(C(O)c3ccccc3)n2)c1 (stereo not given)	?
COc1cccc(CN2C(=O)NC(C)(C3CCN(Cc4cnn(C)c4C)CC3)C2=O)c1OC (stereo not given)	3.7%
Cc1ccc(CS(=O)Cc2ccc(C(=O)N3CCN(c4cccc(C)c4C)CC3)o2)cc1 (stereo not given)	?
CC1(Oc2cccc(C#N)c2)CCN(Cc2ccc(-c3ccccn3)cc2)C1 (stereo not given)	?
CCCC(=O)Nc1ccc2c(c1)C(=O)N(C)C[C@@H](OC)[C@H](C)CN(Cc1ccc(-c3ccccn3)cc1)[C@@H](C)CO2	?
O=C(NCc1ccccc1)Nc1nnc([C@@H]2C[C@H](O)[C@@H](CO)O2)s1	-19.2%
Cc1cc(C)c(S(=O)(=O)N2CCOC23CCN(S(C)(=O)=O)CC3)c(C)c1	?
CC(O)(c1ccc(F)c(F)c1)c1nc(/C=C/c2ccccc2)cs1 (stereo not given)	?
COc1ccc(C(C)(NC(C)=O)c2nc(-c3ccncc3)cs2)cc1 (stereo not given)	-8.3%
Cc1coc2c(C)c3oc(=O)c(CCC(=O)N[C@H](C(=O)O)C(C)C)c(C)c3cc12	8.5%
O=C(Nc1ccc(C(=O)N2CCN(c3ccncc3)CC2)cc1)c1ccc(Br)o1	-18.0%
CSCCC(c1nnnn1C1CCCCC1)N1CCN(C/C=C/c2ccccc2)CC1 (stereo not given)	?
CC(=O)NC(c1ccc(F)c(F)c1)c1nc(-c2ccc(F)c(Cl)c2)cs1 (stereo not given)	?
CC(=O)Nc1ccc(C(=O)OCC(=O)NC2CCCCCC2)cc1	2.7%
COC(=O)c1cc(CNC(=O)c2cnsn2)cc(NC(=O)c2ccccc2OC)c1	?
CCC1CN(CCNC(=O)c2ccc(C#CC(C)(C)O)cc2)Cc2cc(OC)ccc2O1 (stereo not given)	4.1%[9.04 µM]
C[C@H](O)[C@@H]1CN2CCc3c([nH]c4ccccc34)[C@@H]2C[C@@H]1N(C)C(=O)Nc1ccc(Br)cc1	?
COc1ccc(CC(N)c2csc(NC(=O)NC(c3ccccc3)c3ccccc3)n2)cc1 (stereo not given)	?
COc1ccc(C(=O)N(c2c(C)cccc2C)C(COC(C)=O)COC(C)=O)cc1	?
CCCNC(=O)C1(C)CCCN(C(=O)c2ccc3snnc3c2)C1 (stereo not given)	6.1%
Cc1noc(C)c1NC(=O)N(C)C[C@@H]1OCc2cnnn2CCCC(=O)N([C@@H](C)CO)C[C@H]1C	-5.1%
CSc1ncccc1C(=O)OCC(=O)N(C)Cc1ccc(C)cc1	?
COc1cc(-c2coc3c(C(=O)NCc4ccc(N(C)C)cc4)cccc23)ccc1O	16.4µM*
COc1ccc(NC(=O)c2cc(C3CCCCN3C(=O)C3CC3)on2)c(C)c1 (stereo not given)	?
Clc1cccc(Cc2c(-c3ccccc3)nc3c4ccccc4ccn23)c1	?
CCCC[C@@H]1CNC(=O)C(=O)N1CCCC	1.3%

Some of the entries so far, as a markdown table:
| Compound | TDP1 cell CPT |
| --- | --- |
| CC(=O)Nc1ccc(C(=O)OCC(=O)NC2CCCCCC2)cc1 | 2.7% |
| COC(=O)c1cc(CNC(=O)c2cnsn2)cc(NC(=O)c2ccccc2OC)c1 | ? |
| CCC1CN(CCNC(=O)c2ccc(C#CC(C)(C)O)cc2)Cc2cc(OC)ccc2O1 (stereo not given) | 4.1%[9.04 µM] |
| C[C@H](O)[C@@H]1CN2CCc3c([nH]c4ccccc34)[C@@H]2C[C@@H]1N(C)C(=O)Nc1ccc(Br)cc1 | ? |
| COc1ccc(CC(N)c2csc(NC(=O)NC(c3ccccc3)c3ccccc3)n2)cc1 (stereo not given) | ? |
| COc1ccc(C(=O)N(c2c(C)cccc2C)C(COC(C)=O)COC(C)=O)cc1 | ? |
| CCCNC(=O)C1(C)CCCN(C(=O)c2ccc3snnc3c2)C1 (stereo not given) | 6.1% |
| Cc1noc(C)c1NC(=O)N(C)C[C@@H]1OCc2cnnn2CCCC(=O)N([C@@H](C)CO)C[C@H]1C | -5.1% |
| CSc1ncccc1C(=O)OCC(=O)N(C)Cc1ccc(C)cc1 | ? |
| COc1cc(-c2coc3c(C(=O)NCc4ccc(N(C)C)cc4)cccc23)ccc1O | 16.4µM* |
| COc1ccc(NC(=O)c2cc(C3CCCCN3C(=O)C3CC3)on2)c(C)c1 (stereo not given) | ? |
| Clc1cccc(Cc2c(-c3ccccc3)nc3c4ccccc4ccn23)c1 | ? |
| CCCC[C@@H]1CNC(=O)C(=O)N1CCCC | 1.3% |

(list continues)
SMILES	TDP1 cell CPT
Cc1ccc(CN2C(=O)CCC2(C)c2nnnn2-c2ccc3c(c2)OCCO3)cc1 (stereo not given)	-18.2%
CCCCn1nnnc1C1(C)CCC(=O)N1CCc1c[nH]c2ccccc12 (stereo not given)	-24.0%
COc1ccc(C(N)c2csc(NC(=O)Nc3ccccc3C(C)(C)C)n2)cc1 (stereo not given)	?
O=C(NCCNC(=O)c1ccc(-c2cccc(Cl)c2)o1)c1cnccn1	?
Cc1ccc(S(=O)(=O)N2[C@@H](CO)CO[C@H]2CC(=O)c2ccc(F)cc2)cc1	4.1%
COCC(=O)Nc1cc(C(=O)N2CC3(C)CC2CC(C)(C)C3)c2c(c1)nc(-c1ccncc1)n2C (stereo not given)	12.3%[9.04 µM]
CC1OC(CCc2cccc(Cl)c2)Cc2[nH][nH]c(=O)c21 (stereo not given)	-39.2%
NC(c1csc(Nc2ccc(C(=O)c3ccccc3)cc2)n1)c1ccccc1Cl (stereo not given)	20.6µM*
C#CCNC(=O)C[C@@H]1C[C@@]2(C(=O)OC)CCCCC=C2N(CCC2=CCCCC2)C1=O	?
O=C(COC(=O)c1cccc(F)c1)Nc1cccc(S(=O)(=O)N2CCCCC2)c1	-16.8%
COc1ccc(CC(=O)NCCc2ccc3c(c2)OCO3)cc1OC	5.6%
COc1ccc(OC)c2c1CCC1(C2)NC(=O)NC1=O (stereo not given)	5.0%
O=S(=O)(N[C@@H]1CC[C@H](CCNS(=O)(=O)c2ccccc2Cl)O[C@@H]1CO)c1ccccc1	-9.4%
CC(=O)Nc1ccc(S(=O)(=O)N(CC(=O)NCC2CCCO2)Cc2ccccc2Cl)cc1 (stereo not given)	-22.8%
O=C(COC(=O)C1COc2ccccc2O1)c1ccccc1 (stereo not given)	-6.1%
COc1cccc(C(C)(O)c2nc(/C=C/c3ccccc3)cs2)c1 (stereo not given)	?
CCCC(=O)N1CCC1(C)C(=O)NCc1ccc(SC)cc1 (stereo not given)	-26.1%
O=C(Nc1ccc(F)cc1)C(c1cc2ccccc2o1)N1CCN(CC(=O)N2CCCC2)CC1 (stereo not given)	?
Cc1cn([C@H]2C[C@H](O)[C@@H](/C=C/C(=O)NCCc3ccc4c(c3)OCO4)O2)c(=O)[nH]c1=O	0.6%
CCNC(=O)C1(C)CCN1CCS(=O)(=O)c1ccc(C)cc1 (stereo not given)	-7.8%
CCCCNC(=O)c1nc(C2CCN(S(=O)(=O)c3c(OC)cccc3OC)CC2)oc1-c1ccccc1	11.6µM*
CCOC(=O)C(=O)N(C)c1c(CC)nc2c(OCc3ccccc3C)cccn12	-23.9%
CC1=C(C(=O)N2CCOCC2)CC(CC(=O)NC2CCCC2)C(=O)N1CCCN1CCCC1=O (stereo not given)	-5.3%
Cc1nc2ccc(C(=O)N3c4ccccc4N=C(c4ccc5c(c4)OCO5)C3C(=O)NCc3ccccc3)cc2[nH]1 (stereo not given)	2.06µM*

Two entries from above, reformatted:
O=C(COC(=O)C1COc2ccccc2O1)c1ccccc1 (stereo not given)
  TDP1 cell CPT = -6.1%

COc1cccc(C(C)(O)c2nc(/C=C/c3ccccc3)cs2)c1 (stereo not given)
  TDP1 cell CPT = ?

Other entries follow:
SMILES	TDP1 cell CPT
CCCCn1nnnc1C1(C)CCC(=O)N1Cc1ccc(OC)c(OC)c1 (stereo not given)	-11.6%
CC(C)[N+](C)(C)CC(O)COc1cccc2ccccc12 (stereo not given)	8.9%
COc1cc(-c2cc(C)c3c(OC)ccc(OC)c3n2)cc2c1OCCN(Cc1cn(C)nc1C)C2	32.7%[activator][9.04 µM]
Cc1cnc(SCC2CCCO2)nc1C1CCCN(Cc2cc3c(cc2Cl)OCO3)C1 (stereo not given)	?
CCc1nc2ccc(C(=O)NC(C)(C)C)cn2c1N(CC)Cc1cccc(Br)c1	18.4µM*
Cc1cc(OC(=O)Nc2ccccc2)ccc1Cl	7.9%
Cc1cc(C)c(C)c(S(=O)(=O)N2CCNC(=O)C2)c1C	8.9%
COc1ccc(-c2[nH][nH]c(=O)c2NC(=O)c2ccc([N+](=O)[O-])cc2)cc1	1.1%
COc1ccc(C(=O)NCC(=O)OCC(=O)c2c[nH]c3ccccc23)cc1	-19.4%
O=C(c1ccccc1)N1CCN(c2cc(-c3ccccc3)nc3cc(-c4cccc(Cl)c4)nn23)CC1	23.1µM*
CC1(C(=O)NS(=O)(=O)C2CC2)CCCN(C(=O)c2ccc(F)c(Cl)c2)C1 (stereo not given)	5.8µM*
O=C(OCc1cn([C@@H]2C[C@H](c3ccc(Cl)cc3)N(CC3CCCCC3)C[C@H]2O)nn1)c1ccccc1	?
CCN(CC)C(=O)C1=C(C)N(Cc2ccc(OC)cc2)C(=O)C(CC(=O)NCCCCc2ccccc2)C1 (stereo not given)	?
CC(=O)c1cccc(-c2ccnc3c2CC(C(=O)Nc2ccc(Cl)c(C(F)(F)F)c2)O3)c1 (stereo not given)	20.6µM*
Cc1cc2nc(C3CCCCC3)c(Cc3cccc(Cl)c3)n2c(C)c1Br	-18.0%
COCCNC(=O)C1(C)CCCN(C(=O)c2ccc(C#N)cc2)C1 (stereo not given)	-16.4%
COc1cc(C=NN2CCCCC2)cc(OC)c1OC	2.4%
Cc1ccc(S(=O)(=O)N2[C@H](C(C)C)[C@H]3[C@H]4C(=O)N(c5ccccc5)C(=O)[C@H]4CC(=O)[C@H]3[C@@H]2c2ccccc2)cc1	11.5%
